GAA inh – qHTS Assay for Inhibitors of Human alpha-Glucosidase as a Potential Chaperone Treatment of Pompe Disease; purified human GAA, 4-MU-alpha-glucoside fluorescence; Potency, µM (series often up to 76.9 µM), for the others: at the highest dose activity change, negative = inhibition, hits mostly inhibitors; 200,000 compounds, 0.005% hits;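 also: plate controls were uninhibited enzyme wells for no effect and no-enzyme background for full effect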
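Fluorogenic assay: 4 nM human alpha-glucosidase with 400 uM 4-methylumbelliferyl-alpha-D-pyranoside in 50 mM citrate/phosphate, 0.005% Tween-20, pH 5.0, 20 min at room temperature. Compounds tested up to 77 uM; AC50 from Hill fits.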
RGS12 GoLoco inh – qHTS Assay for Inhibitors of RGS12 GoLoco Motif Activity (Red Fluorophore). 230,000 compounds, 0.44% hits. Guanine nucleotide-binding protein G(i) subunit alpha-1 (Homo sapiens), P63096. Gai1:RGS12 GoLoco peptide FP, rhodamine, 10 min. Potency, µM (doses to about 61.6 µM), without a hit: at the highest dose activity, negative = inhibition, most hits filed as inhibitors. AID 880, 2007; active = well fitted inhibition curve with a large enough effect, not every such curve was filed as active; inactive = no such curve, though single readings can be large or run the other way; also: nearly all actives have a fitted effect of over 30% in size; many of its hits are not listed in these tables
aGlu spleen mod – qHTS Assay for Inhibitors and Activators of Human alpha-Glucosidase From Spleen Homogenate. human spleen homogenate, 4-MU-alpha-glucoside fluorescence. Potency, µM (titrated, usually from 79.9 µM), for the others: at the highest dose activity change, negative = inhibition, hits mostly inhibitors. 240,000 compounds, 0.006% hits;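 also: 0% = enzyme with vehicle and -100% = no enzyme basal signal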
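Compounds were titrated against alpha-glucosidase in spleen homogenate at pH 5.0, with 1 mM 4-methylumbelliferyl substrate for 40 min at 37 C. Reactions were quenched with pH 10 NaOH/glycine and fluorescence measured.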
GAA glycogen mod – qHTS Assay for Inhibitors and Activators of Human alpha-Glucosidase Cleavage of Glycogen; 300,000 compounds, 0.38% hits; AID 2100, 2009; Potency, µM (top dose mostly 76.4 µM), for inactives: at the highest dose activity change, negative = inhibition, most hits filed as inhibitors; Lysosomal alpha-glucosidase (Homo sapiens), P10253; recombinant GAA, glycogen substrate, Amplex Red glucose oxidase fluorescence;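 also: 0% = full enzyme reaction and -100% = no-enzyme basal signal; the screen sought inhibitors and activators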
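Recombinant enzyme (4 nM final) with compounds titrated up to 77 uM and bovine liver glycogen (30 ug) in citrate pH 5.0, 0.01% Tween-20, 37 C 40 min. Released glucose detected by Amplex Red/glucose oxidase (Ex 573/Em 610); AC50 from Hill fits.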
L3MBTL1 inh – qHTS Assay for the Inhibitors of L3MBTL1. Potency, µM (series often up to 57.1 µM), inactives show at the top dose activity, negative = inhibition, most hits filed as inhibitors. Lethal(3)malignant brain tumor-like protein 1 (Homo sapiens), Q9Y468. 230,000 compounds, 0.66% hits. AlphaScreen L3MBTL1–H3K9me1 peptide binding. AID 485360, 2010; also: nearly all actives have a fitted effect of over 60% in size
Target sequence (Q9Y468 whole entry, looked up): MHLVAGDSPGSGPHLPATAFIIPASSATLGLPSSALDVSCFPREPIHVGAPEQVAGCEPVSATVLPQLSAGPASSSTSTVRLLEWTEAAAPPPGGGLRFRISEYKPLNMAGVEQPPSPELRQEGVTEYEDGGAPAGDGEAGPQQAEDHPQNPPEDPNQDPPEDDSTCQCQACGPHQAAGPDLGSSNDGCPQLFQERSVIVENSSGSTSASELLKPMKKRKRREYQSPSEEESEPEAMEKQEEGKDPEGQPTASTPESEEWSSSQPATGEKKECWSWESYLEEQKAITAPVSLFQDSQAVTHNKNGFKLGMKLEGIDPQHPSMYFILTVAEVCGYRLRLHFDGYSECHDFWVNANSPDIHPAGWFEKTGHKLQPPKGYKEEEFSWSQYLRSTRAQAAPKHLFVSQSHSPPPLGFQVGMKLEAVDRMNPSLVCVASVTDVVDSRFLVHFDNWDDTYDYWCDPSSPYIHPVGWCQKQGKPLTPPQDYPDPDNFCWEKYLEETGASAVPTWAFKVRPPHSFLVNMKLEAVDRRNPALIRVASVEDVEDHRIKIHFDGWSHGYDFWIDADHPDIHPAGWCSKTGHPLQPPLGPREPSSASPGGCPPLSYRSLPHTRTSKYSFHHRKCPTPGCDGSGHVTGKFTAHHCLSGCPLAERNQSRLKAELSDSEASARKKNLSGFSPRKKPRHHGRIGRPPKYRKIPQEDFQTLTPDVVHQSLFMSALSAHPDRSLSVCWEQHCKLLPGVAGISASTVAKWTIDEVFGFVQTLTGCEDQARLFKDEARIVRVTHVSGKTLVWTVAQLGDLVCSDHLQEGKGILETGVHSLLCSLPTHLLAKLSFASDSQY
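Displacement of a biotinylated histone H3(1-15) peptide monomethylated at Lys9 (75 nM) from L3MBTL1 (50 nM) was measured by AlphaScreen after a 30 min room-temperature compound incubation; cefsulodin titration served as intraplate control.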
TRb-SRC2 inh – qHTS for Inhibitors of the Interaction of Thyroid Hormone Receptor and Steroid Receptor Coregulator 2. Thyroid hormone receptor beta (Homo sapiens), P10828. TRbeta-SRC2 peptide binding, fluorescence polarization; receptor liganded with 1 µM T3. Potency, µM (highest dose often 106 µM), without a hit: top-dose activity change, negative = inhibition, most hits filed as inhibitors. 280,000 compounds, 0.065% hits;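 also: plate controls were bound peptide for no effect and peptide without receptor for full effect; nearly all actives have a fitted effect of over 50% in size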
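Decrease in fluorescence polarization of 20 nM Texas Red SRC2 coactivator peptide flagged inhibition of its binding to 0.6 uM TRb LBD; 1 uM T3 included, incubation 5 hr, ex 555/em 632 nm.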
TR SRC2 fluor cs – Total Fluorescence Counterscreen for Inhibitors of the Interaction of Thyroid Hormone Receptor and Steroid Receptor Coregulator 2; TRb/SRC2 Texas Red total fluorescence interference; Potency, µM (top dose mostly 106 µM), for the others: at the highest dose fluorescence change, negative = quenching; 280,000 compounds, 0.29% hits; AID 1479, 2009; active = well fitted curve in either direction with a large enough effect; inconclusive = small, poorly fitted or top-dose-only effect
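Human TRb ligand-binding domain at 0.6 uM with 20 nM Texas Red SRC2 peptide in Tris buffer containing 1 uM T3 and 5% DMSO, incubated with compound 5 h at ambient temperature. Total fluorescence (555/632 nm) calculated as parallel + 2 × perpendicular.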
RECQ1 inh – qHTS Assay for Inhibitors of RecQ-Like Dna Helicase 1 (RECQ1). RECQ1 DNA unwinding, red fluorescence kinetic read. 240,000 compounds, 0.54% hits. Potency, µM (series often up to 57.3 µM), for the others: at the top dose activity, negative = inhibition, usual class: inhibitors. ATP-dependent DNA helicase Q1 (Homo sapiens), P46063;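 also: plate controls were vehicle for no effect and no enzyme for full effect; nearly all actives have a fitted effect of over 30% in size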
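RECQ1T1 50 nM; forked duplex (20 bp + 30-nt ss tails) 200 nM, ATP 2 mM final; pH 8.0, 2 mM MgCl2, 2.5 ug/ml poly(dI-dC); 15 min compound preincubation; discontinuous kinetic read over 2 h at RT.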
The depositor's hits bear a star; i = inactive; u = inconclusive; x = no result given; & = joins results of further samples; [ ] = remark or other dose. Unless noted, calls follow the shape of the dose curve; as a rule, active = well fitted curve in the direction sought with a large enough effect; inconclusive = small, poorly fitted or top-dose-only effect, or another doubt; inactive = no such curve, though single readings can be large; an effect the other way counts as inactive or inconclusive. Unless noted, % is scaled to controls: 0 for no effect and ±100 for the full control effect; potency is read from the fitted curve at half-maximal effect.

SMILES	GAA inh	RGS12 GoLoco inh	aGlu spleen mod	GAA glycogen mod	L3MBTL1 inh	TRb-SRC2 inh	TR SRC2 fluor cs	RECQ1 inh
COc1ccc(OC)c(C(=O)Cn2c3[n+](c4ccc(C(F)(F)F)cc42)CCCCC3)c1	-2.9%	12.4%	-1.3%	3.8%	5.3%[11.4 µM]	1.2%	-0.9%	14.7%
CC1(C)Cc2nc3oc4c(N(CCO)Cc5ccccc5)ncnc4c3cc2CO1	-3.4%	2.0%	-2.7%	-11.0%	2.3%	1.7%	0.7%	-2.4%
CC(CN1CCOCC1)OC(=O)/C=C/c1ccccc1 (centres undefined)	-0.3%	-7.1%	2.2%	11.3%	-10.5%[2.29 µM]	5.4%	-4.6%	i
COc1ccc2c(c1OC)C(=O)OC2n1c(O)c(N=NC(C)=O)c2ccccc21 (centres undefined)	x	0.2%	-0.9%	-1.5%	-1.8%	3.4%	-1.8%	-7.4%
COc1ccc(C(CNC(=O)c2ccc(S(=O)(=O)N3CCCC3)cc2)N(C)C)cc1OC (centres undefined)	-0.6%	8.8%	3.8%	-0.8%	3.2%	10.8%	-0.1%	i
Cc1cccc(OCC(=O)N/N=C/C=C/c2ccco2)c1	4.2%	9.8%	2.1%	-3.6%	u	-2.7%	-4.3%	-5.1%
CCOC(=O)c1ccccc1NC(=O)COc1ccccc1	-8.2%	-1.8%	-9.0%	-5.4%	x	5.9%	-3.5%	-9.2%
O=C(CNC(c1ccccc1)c1ccccc1)Nc1cc([N+](=O)[O-])ccc1Cl	0.4%	-13.2%	6.8%	14.2%	-16.4%	-2.5%	-2.0%	20.1%
N=c1oc2ccc3ccccc3c2cc1-c1nc(-c2ccccc2)cs1	3.7%	19.2%	0.1%	-4.5%	15.5%	1.3%	3.1%	-2.9%
CCN(CC)CCN1C(=O)C(=O)/C(=C(/O)c2cnn(-c3ccccc3)c2C)C1c1ccc(C)o1 (centres undefined)	-10.6%	10.8%	3.7%	-7.9%	-1.9%	0.9%	-4.9%	-0.3%
Cn1ncc(C#N)c1/N=C/N1CCOCC1	-14.3%	3.3%	7.7%	-3.8%	1.4%	-7.6%	-3.3%	i
O=C(c1ccc(Cl)cc1)N1CCCC(c2ccccc2)=N1	-5.3%	11.1%	-8.2%	-3.5%	0.4%	-3.8%	1.3%	-13.6%
CC(C)(C)NC(=O)C(=O)N/N=C/c1ccc(F)cc1	-4.9%	2.1%	-3.5%	-2.3%	46.7%	-6.4%	-9.8%	-1.2%
O=C(NCC1CCCO1)c1ccccc1-c1nc(-c2ccccc2)no1 (centres undefined)	-6.1%	-6.8%	-6.8%	15.3%	7.2%	-5.6%	1.0%	8.9%
Cc1ccc(C(=O)C[n+]2cc(Br)cc(Br)c2)cc1[N+](=O)[O-]	u	1.1%	-15.6%	2.5%	-10.6%	-0.7%	0.3%	10.5%
Cc1cc(C(c2nnnn2Cc2ccccc2)N2CCOCC2)c(C)n1-c1ccc2c(c1)OCO2 (centres undefined)	2.9%	-2.4%	0.8%	u	-17.0%	-3.9%	-0.6%	13.6%
CCN(CC)C(=O)CSc1nc2ccccc2c(=O)n1CC1CCCCC1	-16.2%	x	0.0%	-18.6%	8.0%	-14.4%	0.7%	i
CCCCOC(=O)/C=C\C(=O)OCCCC	x	-17.9%	-2.9%	1.0%	x	0.9%[201 µM]	-0.1%[201 µM]	i
CCOC(=O)N1CCC(NC(=O)c2cc3c(-c4ccc(Cl)cc4)nn(C)c3s2)CC1	-0.4%	2.9%	-7.5%	2.5%	-0.3%	-3.6%	-0.5%	-2.2%
CCOC(=O)C1=C(N)Oc2cc(C)n(CCc3ccc(OC)c(OC)c3)c(=O)c2C1c1cccnc1 (centres undefined)	-10.7%	8.3%	5.0%	-3.8%	-8.7%	-6.9%	10.9%	-2.2%
Cc1c(C)c2cc(Cl)c(O)c(CN(C)C)c2oc1=O	u	0.7%	u	-0.4%	3.3%	-1.9%	-5.3%	-0.5%
CCCCOc1ccc(C(=S)N2CCC(C(N)=O)CC2)cc1	6.1%	3.5%	4.6%	0.1%	-8.0%	-5.7%	-8.0%	-5.1%
COC(=O)c1cccc(Cn2nnc3ccccc3c2=O)c1	-1.9%	12.8%	-7.8%	1.7%	-9.2%[11.4 µM]	7.8%	-3.1%	-2.0%
O=C(N1CCCCCC1)N1CCN(S(=O)(=O)N2CCCCC2)CC1	3.5%	8.9%	-5.3%	3.1%	7.2%	-13.9%	-1.3%	-0.4%
Clc1ccc(CSc2nnc(CN3CCOCC3)n2-c2ccccc2)cc1Cl	1.0%	-2.1%	0.2%	0.7%	x	-5.9%	1.0%	i
Following part
SMILES	GAA inh	RGS12 GoLoco inh	aGlu spleen mod	GAA glycogen mod	L3MBTL1 inh	TRb-SRC2 inh	TR SRC2 fluor cs	RECQ1 inh
CC(C)OC(=O)NC(C)(C)COC(=O)Nc1cccc(Cl)c1	2.7%	-5.3%	-4.3%	-5.7%	-1.8%	-2.9%	-3.1%	-1.5%
O=C(CN1C(=O)/C(=C\c2ccccc2Cl)Oc2ccccc21)NCc1cccnc1	u	0.2%	-1.7%	3.3%	x	-3.7%	-5.2%	4.4%
CC(C)n1c(N)c(C#N)c2ccc([N+](=O)[O-])cc2c1=O	-3.2%[15.4 µM]	10.1%	3.7%	1.4%	0.3%	-9.5%	-3.0%	-2.7%
C#CCOCCOCCOCCNc1nc(N2CCN(C(=O)[C@H](Cc3cc4ccccc4[nH]3)n3cc([C@@H](N)C(C)CC)nn3)CC2)nc(N2CCN(C(=O)[C@H](Cc3cc4ccccc4[nH]3)n3cc([C@@H](N)Cc4ccc(O)cc4)nn3)CC2)n1 (some centres undefined)	x	13.1%	-2.6%	8.8%	u	0.2%	0.4%	-25.7%
CCOc1ccc(C(=O)N2CCCC(c3nc(-c4cccs4)no3)C2)cc1 (centres undefined)	x	-1.4%	1.1%	-0.5%	x	-3.2%	-6.3%	i
CCOc1ccc(C(=O)Nc2cc(C)ccn2)cc1	1.6%	5.7%	4.8%	-0.2%	x	4.7%	0.0%	i
Cc1ccc(C)c(OCC(=O)O/N=C(\N)c2ccccn2)c1	-4.0%	12.7%	4.8%	-3.0%	4.3%	3.0%	-0.8%	-4.4%
CCOC(=O)c1cc2sc(C)cc2n1CC(=O)NCCc1ccccc1	3.2%	-2.3%	-2.8%	4.7%	x	-0.3%	3.5%	i
Cc1ccccc1CSc1nccn1-c1ccccc1	1.3%	8.9%	-11.1%	-5.0%	u	-2.5%	3.3%	13.2%
CCS(=O)(=O)N1CCCC(C(=O)NCCCOC(C)C)C1 (centres undefined)	5.3%	0.6%	-1.3%	8.9%	-4.0%	-11.6%	-1.8%	-8.9%
COc1cc(CN2CCC(C(=O)N3CCN(c4ccccc4F)CC3)CC2)cc(OC)c1OC	2.8%	-1.9%	1.7%	6.3%	x	3.8%	-2.9%	-13.9%
O=C(NC1CC2CCCC(C1)N2C(=O)Nc1ccccc1)c1ccncc1 (centres undefined)	-21.8%	0.2%	-11.1%	2.0%	x	3.3%	-6.5%	-2.6%
COc1cc(-c2nn3c(COc4ccccc4)nnc3s2)cc(OC)c1OC	-0.2%	7.4%	6.5%	2.1%	2.8%	-12.1%	-3.5%	i
Cc1cccc(NC(=O)CCNS(=O)(=O)c2cccc3nonc23)c1	-0.3%	3.2%	-2.0%	-5.5%	x	3.3%&6.0%	-1.8%&0.9%	-1.1%
COC(=O)C1CCN(C(c2cccs2)c2sc3nc(C)nn3c2O)CC1 (centres undefined)	-1.0%	8.5%	-17.9%	4.2%	7.5%	-5.2%	-5.6%	4.2%
O=C(Oc1ccccc1)Oc1ccc2c(c1)oc(=O)c1ccccc12	-4.2%[15.4 µM]	5.4%	-8.8%	3.0%	1.2%	9.9%	1.2%	8.6%
CCn1ncc(NC(=S)NCCc2ccc(OC)c(OC)c2)c1C(N)=O	-1.5%	-1.2%	0.1%	-6.5%	1.4%[11.4 µM]	-5.7%	2.3%	i
N/C(=N\OC(=O)c1cccc(Br)c1)c1ccccc1	u	11.0%	-5.6%	-5.8%	10.9%	-1.8%	-1.2%	-7.6%
Cn1cc(Br)c(C(=O)NN2C(=O)C3C4C=CC(C5CC45)C3C2=O)n1 (centres undefined)	u	-0.8%	-7.3%	-10.2%	6.8%	1.9%	-4.9%	0.2%

Record cards (already shown). Screens in order: GAA inh, RGS12 GoLoco inh, aGlu spleen mod, GAA glycogen mod, L3MBTL1 inh, TRb-SRC2 inh, TR SRC2 fluor cs, RECQ1 inh
CC(C)OC(=O)NC(C)(C)COC(=O)Nc1cccc(Cl)c1 across the screens: 2.7%, -5.3%, -4.3%, -5.7%, -1.8%, -2.9%, -3.1%, -1.5%
COc1cc(-c2nn3c(COc4ccccc4)nnc3s2)cc(OC)c1OC across the screens: -0.2%, 7.4%, 6.5%, 2.1%, 2.8%, -12.1%, -3.5%, i
CCOc1ccc(C(=O)Nc2cc(C)ccn2)cc1 across the screens: 1.6%, 5.7%, 4.8%, -0.2%, x, 4.7%, 0.0%, i
O=C(Oc1ccccc1)Oc1ccc2c(c1)oc(=O)c1ccccc12 across the screens: -4.2%[15.4 µM], 5.4%, -8.8%, 3.0%, 1.2%, 9.9%, 1.2%, 8.6%

Quoted from the listing:
Value for `CCOc1ccc(C(=O)Nc2cc(C)ccn2)cc1` in GAA inh: 1.6%
Value for `CCS(=O)(=O)N1CCCC(C(=O)NCCCOC(C)C)C1` (centres undefined) in GAA glycogen mod: 8.9%

Screening data as filed in PubChem BioAssay.

Only part of the results is shown; the hit share may differ from the screen's.
